Source: PubChem
FECH block = inhibitors of human ferrochelatase; P22830; purified FECH, Ni-mesoporphyrin absorbance 550 nm; calls only at 10 µM (by protocol); hit rate 3.3% among 20,000; AID 1671448;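 active = enzyme reaction rate more than 3 SD below the solvent-only control wells on the same plate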;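 note: lower slope than DMSO wells means FECH inhibition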
Target sequence (P22830 whole entry, looked up): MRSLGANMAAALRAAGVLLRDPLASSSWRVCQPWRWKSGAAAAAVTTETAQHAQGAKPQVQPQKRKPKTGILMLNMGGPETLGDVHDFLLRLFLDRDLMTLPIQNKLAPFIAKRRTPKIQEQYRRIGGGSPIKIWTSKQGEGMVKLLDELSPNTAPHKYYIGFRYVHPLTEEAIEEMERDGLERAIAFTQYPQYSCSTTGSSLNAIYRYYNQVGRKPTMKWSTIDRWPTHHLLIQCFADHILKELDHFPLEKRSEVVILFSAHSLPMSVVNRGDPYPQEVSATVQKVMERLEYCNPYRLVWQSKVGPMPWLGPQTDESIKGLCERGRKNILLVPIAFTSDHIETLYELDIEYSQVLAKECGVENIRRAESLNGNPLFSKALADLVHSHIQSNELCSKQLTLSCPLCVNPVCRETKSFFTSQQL
Calls only; i = inactive; + = active, no number. Only part of the results is shown, so the mix of outcomes need not match the whole.

molecule | FECH block
Cc1cccc(-c2nnc(-c3nc(NC4CCS(=O)(=O)C4)c4ccccc4n3)o2)c1 (stereo not given) | i
O=S(=O)(NCCn1c(CCc2ccccc2)nc2cccnc21)c1ccc(F)cc1 | i
Cc1cccc(S(=O)(=O)Nc2cnc(N(C)Cc3ccccc3)c(C(=O)O)c2)c1 | i
COc1cccc(Nc2nc(NCc3ccccc3Cl)nc3c2cnn3-c2ccccc2)c1 | i
Nc1nc(Sc2ccc(F)cc2)cc(N2CC(c3cccnc3)C2)n1 | i
Cc1ccc(N2CCCS2(=O)=O)cc1NC(=O)c1ccccc1Br | i
CN1CCN(C(=O)c2cnc3ccccc3n2)CC1=O | i
Cc1ccc(C2(O)CCN(c3noc(C4CC4)n3)CC2)nc1 | i
Cc1ccc(NC(=O)CN2CCN(Cc3ccc(F)cc3Cl)S2(=O)=O)c(C)c1 | i
CCOc1ccc2[nH]c(=O)c(CN(C)Cc3cc(C)on3)cc2c1 | i
Cc1ccccc1S(=O)(=O)NCCn1c(C(F)(F)F)nc2cccnc21 | i
CCCCCNC(=O)C1CCC(Cn2c(=O)c3sccc3n(CC(=O)NC(C)C)c2=O)CC1 (stereo not given) | i
Cc1cc(NC(=O)c2ccccc2)n(-c2ncnc3c2cnn3-c2ccc(Cl)cc2)n1 | i
Cc1nc2ccc(CC(=O)N3CCC(O)(CO)CC3)cc2[nH]1 | i
Cc1cc(C)n(-c2cc(NC3CCCC3)ncn2)n1 | i

The results go on.
molecule | FECH block
Cc1cc(N2CCCC2)nc(Nc2ccc(NC(=O)COc3ccccc3)cc2)n1 | i
CCC(C)N(Cc1cccnc1)Cc1cn[nH]c1-c1ccc(F)cc1 (stereo not given) | i
COC(=O)[C@@H]1C[C@@H](O)CN1C(=O)c1cccc(-n2cccn2)c1 | i
CC(C)CN(CC(C)C)c1ncc(NS(=O)(=O)c2ccc(F)cc2)cc1C(=O)O | i
COCCC1CN(Cc2cc3ccc(C)cc3[nH]c2=O)CCO1 (stereo not given) | i
Fc1ccc(CNc2nc(Nc3ccc(F)cc3)c3cnn(-c4ccccc4)c3n2)cc1 | i
Cc1nc(CN2CCCC(O)(CN(C)C)CC2)sc1C (stereo not given) | i
O=C1CCC(=O)N1c1nc2n(n1)C(c1ccccc1Cl)C=C(c1ccc(Br)cc1)N2 (stereo not given) | i
COc1ccc(N2C(=O)CCS2(=O)=O)cc1S(=O)(=O)NCCc1ccccc1F | i
Cc1ccc(-c2cccc(CN3CCCC4(CC3)CNC(=O)O4)c2)o1 (stereo not given) | i
Cc1cccc(CN(Cc2ccccc2)C(=O)c2nnc(C)o2)n1 | i
Fc1ccc(-c2cc(CNc3nccc(C4CCCC4)n3)no2)cc1 | i
Cc1oc(-c2ccc(OC(C)C)cc2)nc1CSc1nc(-c2ccc(Cl)cc2)cc(=O)[nH]1 | i
Cc1ccc(C(=O)Nc2nc3n(n2)C(c2ccc(Cl)cc2)C=C(c2ccc(C)cc2)N3)cc1 (stereo not given) | +
CCOc1ccc(CC(=O)NC2CC(=O)N(c3ccc(F)cc3)C2)cc1 (stereo not given) | i

Next section.
molecule | FECH block
CCC(C)N(CC)C(=O)c1ccc2n[nH]nc2c1 (stereo not given) | i
Cc1cc(NC(=O)c2cccc(C(F)(F)F)c2)n(-c2ncnc3c2cnn3-c2cccc(Cl)c2)n1 | i
Cc1ccccc1OCC1CCCN(C(=O)c2cc3n(n2)CCNC3)C1 (stereo not given) | i
O=c1c(Nc2ccc(Cl)cc2)c(-c2ccc3c(c2)CCCC3)c1=O | i
CNC(=O)C1CCC(Cn2c(=O)c3sccc3n(CC(=O)Nc3ccc(Cl)cc3)c2=O)CC1 (stereo not given) | i
O=C1NCC2(CCN(Cc3c(C(=O)N4CCCC4)nc4ccccn34)CC2)O1 | i
CCCCN(CC)c1ncc(NS(=O)(=O)c2cccc(F)c2)cc1C(=O)O | i
Cc1cc(-c2cc(NCCO)nc3[nH]ccc23)nc(N2CCCCC2)n1 | i
Cc1ccc(CNC(=O)C2(C)Cn3nc(C(=O)NCc4cccnc4)cc3C(=O)N2C)cc1 (stereo not given) | i
CCN(CC)C(=O)c1cn(C2CCN(c3ccc(Cl)cn3)CC2)nn1 | i
CCCc1cc(Sc2ccc(NC(=O)c3cccc(OC)c3)cc2)n2ncnc2n1 | +
c1ccc(CN2CCC(NCc3ccccc3-n3ccnc3)CC2)nc1 | i
CC(=O)NCC1CCCN(Cc2cccc(Cn3cccn3)c2)C1 (stereo not given) | i
CCCCNC(=O)C1CCN(c2ccc(-c3ccccc3)nn2)CC1 | i
Cc1c(Cl)cccc1NC(=O)CN1CCCN(Cc2ccccc2Cl)S1(=O)=O | +

Following part:
molecule | FECH block
CCN(C(=O)c1ccccc1NCC(=O)O)C1CCOC(C)(C)C1 (stereo not given) | i
CCn1c(C)nnc1SCCNC(=O)c1cnn2c1CCCC2 | i
Cc1ccccc1S(=O)(=O)NCc1nc2cccnc2n1CC(C)C | i
CCc1ncc(C(=O)NCCN2CCCOC2=O)cn1 | i
O=C(NC1CC1)C1CCCN(C2CCN(C(=O)c3cnccn3)CC2)C1 (stereo not given) | i
COc1cc(C)c(S(=O)(=O)N2CCN(c3nc(C)cc(Nc4ccccc4)n3)CC2)cc1C | i
O=C(NC1CCCCNC1=O)c1nc[nH]c1C(=O)NCc1ccccn1 (stereo not given) | i
CCn1cc(Cn2cc(CC(C)c3ccccc3)nn2)cn1 (stereo not given) | i
COc1cccc(-c2cc(N3CCN(C(=O)NC4CCCCC4)CC3)ncn2)c1 | i
O=C(C1CCCN(c2ncnc3c2nc2n3CCCCC2)C1)N1CCc2ccccc2C1 (stereo not given) | i
COc1ccc(OC)c(S(=O)(=O)NCc2nc3cccnc3n2C2CCCCC2)c1 | i
Cc1cc(-c2cccc3c2CCNC3)nc(N2CCCC2)n1 | i
Cc1ccc(N2CC(NC(=O)Cc3ccccc3)CC2=O)cc1C (stereo not given) | i
CCc1cc(Sc2ccccc2NC(=O)Cc2cccc(F)c2)n2nc(C)nc2n1 | i
COc1c(C)cnc(CN(C)C(=O)c2cc(C(C)C)nn2C)c1C | i

3 entries already listed, arranged by number of heavy atoms, ascending:
molecule | FECH block
Cc1ccc(N2CCCS2(=O)=O)cc1NC(=O)c1ccccc1Br | i
Cc1ccccc1S(=O)(=O)NCc1nc2cccnc2n1CC(C)C | i
CCCCCNC(=O)C1CCC(Cn2c(=O)c3sccc3n(CC(=O)NC(C)C)c2=O)CC1 (stereo not given) | i

Next part
molecule | FECH block
Cc1ccc(Cn2ccnc2-c2ccccc2C(=O)O)cc1 | i
NC(=O)COc1cccc(CN2CCC3(CCNC(=O)CC3)CC2)c1 | i
CCOCCCNC(=O)C1CCN(c2ccc(-c3ccccc3)nn2)CC1 | i
Cc1cc(C)n2nc(CN(C(=O)C3CCCCC3)c3ccc(F)cc3)nc2n1 | i
Cc1nc(N(C)C)ncc1C(=O)N(Cc1ccncc1)CC1CCCO1 (stereo not given) | i
COc1ccc(N2C(=O)CCS2(=O)=O)cc1S(=O)(=O)N1CCN(c2ccccc2F)CC1 | i
CCCc1c(C)nc2ncnn2c1Sc1ccc(NC(=O)c2ccc(OC)c(OC)c2)cc1 | +
COc1ccc(C)cc1-n1c(SCC(=O)O)nnc1-c1cccnc1 | i
COc1cccc(N2CC(NC(=O)c3cccs3)CC2=O)c1 (stereo not given) | i
COc1nc2c(cc1CNC(=O)c1ccncc1F)C(=O)N(C1CCCC1)C2 | i
COc1ccccc1NCc1nc2nc3c(c(=O)n2[nH]1)CCC3 | i
Cc1ccc(Nc2cc(C)nc(Nc3ccc(NC(=O)c4cccc(F)c4)cc3)n2)cc1 | i
O=C(O)c1ccnc(-c2ccnc(-c3ccco3)n2)c1 | i
CC(C)n1ncc(NC(=O)Cn2ccc(-c3ccc(C(F)(F)F)cc3)n2)n1 | i
COc1ccc2[nH]c(C(=O)NCCCn3cncn3)c(C)c2c1 | i

6 compounds drawn at random from those above, as already listed:
molecule | FECH block
Cc1cc(C)n2nc(CN(C(=O)C3CCCCC3)c3ccc(F)cc3)nc2n1 | i
CCN(C(=O)c1ccccc1NCC(=O)O)C1CCOC(C)(C)C1 (stereo not given) | i
Cc1nc(N(C)C)ncc1C(=O)N(Cc1ccncc1)CC1CCCO1 (stereo not given) | i
Cc1ccc(NC(=O)CN2CCN(Cc3ccc(F)cc3Cl)S2(=O)=O)c(C)c1 | i
CCOc1ccc(CC(=O)NC2CC(=O)N(c3ccc(F)cc3)C2)cc1 (stereo not given) | i
Cc1cc(NC(=O)c2cccc(C(F)(F)F)c2)n(-c2ncnc3c2cnn3-c2cccc(Cl)c2)n1 | i

The list goes on:
molecule | FECH block
CN(Cc1ccc2ccccc2n1)Cc1ccccc1C(=O)O | i
Cc1cnc(NCc2ccccc2-n2ccnc2)nc1N(C)C | i
CCC1CCCCN1C(=O)c1cccc(NC(=O)C2CCCC2)c1 (stereo not given) | i
O=C(C1CCCN(c2ncnc3c2nc2n3CCCCC2)C1)N1CCN(c2ccccc2)CC1 (stereo not given) | i
CCOc1ccc(S(=O)(=O)N2CCN(Cc3nc4cccnc4n3-c3ccccc3)CC2)cc1 | i
CN1C(=O)C2(CCN(C(=O)CCCn3ccnc3)CC2)c2ccccc21 | i
CCc1nc2nc(C)[nH]n2c(=O)c1NC(=O)Nc1cccc(SC)c1 | i
CCN(Cc1ccccc1)c1nc(SC)nc(-c2ccccc2)c1C#N | i
c1ccc(-c2ncn(C3CCNC3)c2-c2ccc(OCc3ccccn3)cc2)cc1 (stereo not given) | i
COc1cccc(NC(=O)CCc2c(C)nn(-c3cc(N4CCCC4)ncn3)c2C)c1 | i
CN(CC1COCCO1)C(=O)c1nccc2ccccc12 (stereo not given) | +
Cn1nc(-c2ccccn2)c2c1NC(=O)CC2c1nc2c(s1)CCCC2 (stereo not given) | i
CCc1c(C)nc(SCc2nc(-c3ccc(C)cc3)oc2C)[nH]c1=O | i
COc1ccc(Cn2c(CNC(=O)C(C)C)nc3cccnc32)cc1 | i
COc1ccccc1C(=O)Nc1cc(C)nn1-c1ncnc2c1cnn2-c1cccc(Cl)c1 | i

Next section:
molecule | FECH block
O=C(O)c1ccccc1CN1CCC(N2CCSCC2)CC1 | i
Cc1ccc2c(c1)c(CNC(=O)c1ccc(-n3cnnc3)cc1)nn2C | i
O=C(NCC1CCN(Cc2ccc(Cl)cc2)CC1)C1CCCN(c2ncnc3c2nc2n3CCCCC2)C1 (stereo not given) | i
CC(Cc1ccccn1)N(C)C(=O)C(C)(C)n1cccc1 (stereo not given) | i
CCC(C(=O)Nc1cccc(C(=O)NC(C)(C)C)c1C)n1cccn1 (stereo not given) | i
Cn1ccnc1-c1nccn1CCn1ccnc1 | i
O=C(c1cccnn1)N1CCc2[nH]nc(-c3ccc(-c4ccccc4)cc3)c2C1 | i
CCOC(=O)Cn1c(=O)n(-c2ccc(C)c(C)c2)c2nc(-c3ccccc3Cl)nc(C(N)=O)c21 | i
Cc1cccc(NC(=O)c2nc3ccccc3n(C)c2=O)c1 | i
COc1ccc(-c2cc(N3CCN(C(=O)Nc4cccc(OC)c4)CC3)ncn2)cc1 | i
Cc1ccc(C)c(OCC(=O)N2CCCCC2CCO)c1C (stereo not given) | i
CCc1ccccc1OC1CN(C(=O)c2nnc(CN(C)C)o2)C1 | i
CCC1=C(c2ccc(OC)cc2)S(=O)(=O)N(CC(=O)Nc2cc(C)ccc2C)C1=O | i
CCOc1ccccc1CNC(=O)Cn1c(=O)c2cnc(-c3ccccc3)nc2n(C)c1=O | i
CC(Cn1ccnc1)NCc1noc(C2CCCC2)n1 (stereo not given) | i

Continued:
molecule | FECH block
CCC(=O)Nc1nc2n(n1)C(c1ccc(F)cc1)C=C(c1ccc(Cl)cc1)N2 (stereo not given) | i
CC(C)c1cc(CN(C)Cc2cnc3c(-c4ccccc4)cnn3c2)on1 | i
Cc1ccc(C)c(OCC(=O)NCc2nc(-c3cccnc3)no2)c1C | i
CCCc1cc(CNC2CCN(C(=O)C3CCCO3)CC2)on1 (stereo not given) | i
COCCCNc1nc(Nc2ccccc2C)c2cnn(-c3ccccc3)c2n1 | i
CCOc1ccc(N2CC(NC(=O)C(=O)c3c[nH]c4ccccc34)CC2=O)cc1 (stereo not given) | i
O=C(NCCN1CCNC1=O)c1cn(Cc2ccccc2C(F)(F)F)nn1 | i
COc1ccc(Cl)cc1NS(=O)(=O)c1cc(N2C(=O)CCS2(=O)=O)ccc1OC | i
Cc1cccc(C(C(=O)NCCSc2nccn2C)N(C)C)c1 (stereo not given) | i
CSc1ncc(C(=O)NCCS(=O)(=O)N(C)C)cn1 | i
CCc1cc(Sc2ccccc2NC(=O)c2ccccc2C)n2ncnc2n1 | i
CCn1cc(CNc2ncnc3c2CCN(C(=O)c2cccnc2)C3)cn1 | i
C=C(C)COc1ccccc1C(=O)N[C@H]1COC[C@@H]1OCC | i
O=C(CSc1nc(-c2ccc3c(c2)OCO3)nc2cc(=O)[nH]n12)NCC1CCCO1 (stereo not given) | i
COc1ccc(CNS(=O)(=O)c2cc(N3C(=O)CCS3(=O)=O)ccc2OC)cc1 | i

The results go on.
molecule | FECH block
Cc1ccc(-c2cccc(CN3CC(c4ccccn4)C3)c2)o1 | i
Cc1ccc(NC(=O)CN2CCCN(Cc3cccc(Cl)c3)S2(=O)=O)c(Cl)c1 | +
Cc1ccc(Cn2c(CCNC(=O)Nc3cccc(Cl)c3C)nc3cccnc32)cc1 | i
Cc1ccc(Cl)c(C(=O)N(C)Cc2cnc3ccccc3c2)c1 | i
Cc1ccc(NC(=O)NCCn2c(-c3ccncc3)nc3cccnc32)c(Cl)c1 | i
O=C(O)CN1C(=O)C2CCCCN2c2ccc(C(=O)N3CCCCC3)cc21 (stereo not given) | i
CN1CCC(Oc2ccccc2NC(=O)c2ccccc2C2CCNC2)CC1 (stereo not given) | i
Cc1oc(-c2cccc(C(F)(F)F)c2)nc1Cn1cc(CCO)cn1 | i
